PGE2 EP2 inh: EP2 receptor (human) inhibition | P43116 | C6 glioma cells expressing human EP2, cAMP TR-FRET; cells stimulated with saturating PGE2 | inhibition, % at 25 µM | 0.52% of 260,000 active;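 active means percent inhibition above 40 after rounding to a whole number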;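 further: rat C6 glioma host cells with rolipram phosphodiesterase inhibitor present; the protocol text gives 20 µM as final concentration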
Target sequence (P43116 whole entry, looked up): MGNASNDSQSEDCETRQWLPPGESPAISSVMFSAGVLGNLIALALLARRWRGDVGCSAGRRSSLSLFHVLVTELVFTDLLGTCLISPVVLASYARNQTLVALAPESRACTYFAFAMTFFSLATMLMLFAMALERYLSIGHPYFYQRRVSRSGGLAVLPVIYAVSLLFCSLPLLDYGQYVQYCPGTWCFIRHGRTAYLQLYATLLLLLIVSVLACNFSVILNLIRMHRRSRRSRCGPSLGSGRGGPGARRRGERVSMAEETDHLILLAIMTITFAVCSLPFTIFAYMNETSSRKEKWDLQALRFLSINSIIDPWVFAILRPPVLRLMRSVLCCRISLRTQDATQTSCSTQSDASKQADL
EP2 mod: modulates human prostaglandin E2 receptor EP2 signaling; P43116; EP2-expressing cells, cAMP HTRF FRET, PGE2 co-stimulation; induction, % at 25 µM; 0.83% of 260,000 active; AID 940;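 active means compounds whose cAMP rise, as percent of the full-agonist control response, exceeds 60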;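 further: rat C6 glioma line stably carrying human EP2 under a CMV promoter; the protocol text gives 20 µM as final concentration; 100% = response of wells given 1 µM PGE2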
Numbers without * were called inactive; nt = no result given; & = joins results of further samples; ! = not confirmed by another sample. Not all compounds are listed; the hit share may differ from the screen's.

Values run as follows: PGE2 EP2 inh	EP2 mod
> CC1CC(C)CN(C(=O)CN2C3CCC2CC(O)(c2ccco2)C3)C1 (configuration not stated)
→ nt	8.0
> COCCNC(=O)CN1C2CCC1CC(O)(c1ccccn1)C2 (configuration not stated)
→ nt	-12.2
> CC(C)[C@H]1CN(Cc2ccccc2F)CCN1C(=O)Cc1ccc(S(C)(=O)=O)cc1
→ nt	8.5
> Cc1ccc(C2=CCN(CC(=O)N3CCCCC3)CC2)o1
→ nt	-82.0
> COc1ccc(CC(=O)N2CCN(Cc3ccco3)C[C@@H]2C)cc1OC
→ nt	0.6
> CCN(CC)C(=O)CN1CC=C(c2ccc(C)o2)CC1
→ nt	-11.0
> OC1(c2nccs2)COC2(CCNCC2)C1 (configuration not stated)
→ nt	-16.8
> COc1ccccc1CNC(=O)CN1C2CCC1CC(O)(c1ccccn1)C2 (configuration not stated)
→ nt	-15.8
> O=C(CN1C2CCC1CC(O)(c1ccco1)C2)Nc1nccs1 (configuration not stated)
→ nt	-26.1
> O=C(CN1C2CCC1CC(O)(c1ccco1)C2)N1c2ccccc2Sc2ccccc21 (configuration not stated)
→ nt	-28.9
> Cn1ccnc1C1(O)CC2CCC(C1)N2CC(=O)Nc1cccc(Cl)c1Cl (configuration not stated)
→ nt	-55.3
> CC(C)[C@H]1CN(Cc2ccccc2F)CCN1C(=O)Cc1n[nH]c(=O)c2ccccc12
→ nt	-24.5
> C[C@H]1CN(Cc2ccco2)CCN1C(=O)Cc1ccccc1F
→ nt	-17.4
> Cn1ccnc1C1(O)CC2CCC(C1)N2CC(=O)Nc1nccs1 (configuration not stated)
→ nt	-5.7
> COc1cccc(CN2CCN(C(=O)Cc3ccc(F)cc3)[C@@H](C)C2)c1
→ nt	-24.7
> Cn1ccnc1C1(O)CC2CCC(C1)N2CC(=O)Nc1ccc2c(c1)OCO2 (configuration not stated)
→ nt	-26.8
> Cn1ccnc1C1(O)COC2(CCNCC2)C1 (configuration not stated)
→ nt	-41.1
> O=C(CN1C2CCC1CC(O)(c1ccco1)C2)Nc1ccccn1 (configuration not stated)
→ nt	-12.9
> COc1ccc(CC(=O)N2CCN(Cc3ccco3)C[C@H]2C)cc1
→ nt	-7.5
> Cc1ccc(C2=CCN(CC(=O)N3CCN(C(=O)c4ccco4)CC3)CC2)o1
→ nt	-5.9
> Cc1ccc(C2=CCN(CC(=O)Nc3ccc(N(C)C)cc3)CC2)o1
→ nt	-79.2
> O=C(CN1C2CCC1CC(O)(c1ccco1)C2)N(C1CCCCC1)C1CCCCC1 (configuration not stated)
→ nt	-73.1
> CN(C(=O)CN1C2CCC1CC(O)(c1ccco1)C2)C1CCCCC1 (configuration not stated)
→ nt	7.6
> CC(=Nc1ccc2c(c1)CCC2)c1c(O)n(C)c(=O)n(C)c1=O
→ 8.6	nt
> C=C1C(=O)[C@@]23C[C@H]4[C@@H]5[C@@]6(C)CCC[C@@]57[C@@H]2[C@@H](O)[C@@H]1C[C@H]3[C@H]7N4C6
→ 12.9	nt
> COc1nc(C)nc(NC(=O)NS(=O)(=O)c2ccccc2Cl)n1
→ 8.4	nt
> COC(=O)C1=C(c2ccc(S(C)(=O)=O)cc2)C[C@@H]2CC[C@H]1N2C(=O)NCCO
→ 6.5	nt
> CCOC(=O)c1cccc(NC(=O)c2c(O)[nH]c(=O)[nH]c2=O)c1
→ 2.9	nt
> C=C(C)[C@@]12OC3(c4ccccc4)O[C@@H]1C1[C@@H]4O[C@]4(CO)[C@@H](O)[C@]4(O)C(=O)C(C)=C[C@H]4[C@@]1(O3)[C@H](C)[C@H]2OC(=O)/C=C/C=C/c1ccccc1 (some centres not stated)
→ 23.1	nt
> CC[C@H]1CN(C)CCc2c([nH]c3ccccc23)C(=O)C[C@@H]1/C(=C\OC)C(=O)OC
→ 14.7	nt
> COC(=O)C1=CO[C@@H](C)[C@H]2CN3CC[C@]4(C(=O)Nc5ccccc54)[C@@H]3C[C@H]12
→ 7.6	nt
> COC(=O)C1=C(c2cc3ccccc3o2)C[C@@H]2CC[C@H]1N2C(=O)N1CCOCC1
→ 8.8	nt
> COC(=O)C1=C(c2cc3ccccc3s2)C[C@@H]2CC[C@H]1N2C(=O)NCC1CC1
→ 17.7	nt
> COC(=O)C1=C(c2cc3ccccc3s2)C[C@@H]2CC[C@H]1N2C(=O)N1CCOCC1
→ 13.8	nt
> COC(=O)C1=C(c2cc3ccccc3s2)C[C@@H]2CC[C@H]1N2C(=O)NC1CCCCC1
→ 14.3	nt
> CCN1C[C@@]2(COC)C3[C@@H](OC)[C@H]4[C@@H]1[C@@]3(C1C[C@@]3(O)[C@H](OC(=O)c5ccccc5)C1[C@]4(OC(C)=O)[C@@H](O)[C@H]3OC)[C@@H](OC)C[C@H]2O (some centres not stated)
→ 6.4	nt
> CC[C@H]1CN2CC[C@@]3(C(=O)Nc4ccccc43)[C@@H]2C[C@@H]1/C(=C\OC)C(=O)OC
→ 21.6	nt
> Cn1ncnc2c(=O)n(C)c(=O)nc1-2
→ 17.1	nt
> COc1cccc2c1O[C@H]1C(=O)CC[C@H]3CN(C)CCC231 (some centres not stated)
→ 9.4	nt
> CN=C1CN(O)C(c2ccccc2)=c2cc(Cl)ccc2=N1
→ 9.0	nt
> COC(=O)C1=C(c2cccc(OC)c2OC)C[C@@H]2CC[C@H]1N2C(=O)N1CCC(C)CC1
→ 12.2	nt
> CCC1=CCN(CCc2c(C)[nH]c3ccccc23)CC1
→ 13.2	nt
> O=C(Nc1ccccc1)c1c(O)[nH]c(=O)[nH]c1=O
→ 4.8	nt
> CC[C@H]1CN(C)C[C@@]2(C(=O)OC)Cc3c([nH]c4ccccc34)C(=O)C[C@@H]12
→ 16.0	nt
> COC(=O)C1=C(c2ccccc2)C[C@@H]2CC[C@H]1N2C(=O)NCCCOC(C)C
→ 17.1	nt
> COC(=O)C1=C(c2cc3ccccc3o2)C[C@@H]2CC[C@H]1N2C(=O)NC(C)C
→ 14.6	nt
> CC1=C(C/C(C)=C/c2ccccc2)/C(=C/CO)[C@@H]2OC(=O)O[C@]2(C)C12CC2
→ 13.9	nt
> CCN1C[C@@]2(COC)C3[C@@H](OC)[C@H]4[C@@H]1[C@@]3(C1C[C@H]3[C@H](O)C1[C@]4(O)C[C@H]3OC)[C@@H](OC)C[C@H]2O (some centres not stated)
→ 14.6	nt
> COC(=O)C1=C(c2ccccc2)C[C@@H]2CC[C@H]1N2C(=O)NC1CCCCC1
→ 8.7	nt
> COC(=O)C1=C(c2ccccc2)C[C@@H]2CC[C@H]1N2C(=O)N1CCCCC1
→ 13.7	nt
> COC(=O)C1=C(c2ccc(S(C)(=O)=O)cc2)C[C@@H]2CC[C@H]1N2C(=O)NCc1ccco1
→ 13.7	nt
> CC[C@@H]1C=CC=CC[C@H](C)[C@@H](O)[C@@H](C)C(=O)[C@H](C)[C@@H](O)[C@H](C)C(=O)[C@H](C)[C@@H](O)[C@H](C)C=CC(=O)O[C@H]2[C@@H](C)[C@@H](CC1)O[C@@]1(CC[C@@H](C)[C@@H](C[C@H](C)O)O1)[C@@H]2C
→ 19.3	nt
> COC(=O)C1=C(c2cccc(OC)c2OC)C[C@@H]2CC[C@H]1N2C(=O)NCc1ccco1
→ 3.7	nt
> COC(=O)C1=CO[C@@H](C)[C@@H]2CN(CCc3c[nH]c4ccccc34)CC[C@H]12
→ 15.9	nt
> NC(=O)OCCCc1ccccc1
→ 17.0	nt
> COC(=O)C1=C(c2cc3ccccc3s2)C[C@@H]2CC[C@H]1N2C(=O)NCc1cccc2ccccc12
→ -1.2	nt
> COC(=O)C1=C(c2ccccc2)C[C@@H]2CC[C@H]1N2C(=O)NC(C)C
→ 15.0	nt
> O=C(O)C(Cl)(Cl)Cl
→ 6.1	nt
> COC(=O)C1=C(c2cccc(OC)c2OC)C[C@@H]2CC[C@H]1N2C(=O)N1CCOCC1
→ 22.1	nt
> COC/C=C1\CN2C3C[C@@H]1[C@H]1COC4=Nc5cc(OC)c(OC)c(OC)c5[C@@]43C[C@@H]12
→ 12.6	nt

(list continues)
Values run as follows: PGE2 EP2 inh	EP2 mod
> C/C=C1/CN2[C@@H]3C4CO[C@@H]3c3c([nH]c5cc(OC)ccc35)[C@@H]2CC14 (some centres not stated)
→ 14.6	nt
> COC(=O)C1=C(c2ccccc2)C[C@@H]2CC[C@H]1N2C(=O)NCC1CC1
→ 11.0	nt
> COC(=O)[C@@H]1C[C@]2(C(=O)O)c3ccccc3N(OOSc3ccccc3)[C@@H]2N1C(=O)OC
→ 21.3	nt
> CCCCOC(=O)c1ccc(NC(=O)c2c(O)[nH]c(=O)[nH]c2=O)cc1
→ 21.6	nt
> CC1(C)CC[C@]2(C)CC[C@]3(C)C4C[C@@H]5OO[C@@]6(O5)C(CCCC6(C)C)[C@]4(C)CC[C@@]3(C)C2C1 (some centres not stated)
→ 10.9	nt
> COC(=O)C1=C(c2ccccc2)C[C@@H]2CC[C@H]1N2C(=O)N1CCCC1
→ 9.0	nt
> COC(=O)C1=C(c2cccc(OC)c2OC)C[C@@H]2CC[C@H]1N2C(=O)NC1CCCCC1
→ 6.4	nt
> COC(=O)C1=C(c2ccccc2)C[C@@H]2CC[C@H]1N2C(=O)NCc1ccc(F)cc1
→ 14.1	nt
> CCc1ncc(CN(CCc2ccccc2)Cc2cccs2)cn1
→ 4.0	35.2
> Cc1cc(C(O)CN2CC=C(c3ccc(F)cc3)CC2)c(C)s1 (configuration not stated)
→ 10.5	-73.7
> COC[C@]12CN(C=O)C3[C@@H]4[C@H](OC)C1[C@]3(C1CC3(O)C(OC)C(O)C4(OC(C)=O)C1C3OC(=O)c1ccccc1)[C@@H](OC)C[C@H]2O (some centres not stated)
→ 10.0	-12.1
> C[C@]12CCC(=O)C=C1CCc1ccc(O)cc12
→ 9.7	8.8
> NCCCP(=O)(O)O
→ 15.4	-2.3
> CC1OC1P(=O)(O)O (configuration not stated)
→ 7.2&12.2	9.5&16.0
> CC(=O)Oc1ccc(Cl)c2cccnc12
→ 12.8	-24.6
> c1ccc2c(c1)[I+]c1ccccc1-2
→ 15.2	16.6
> CN1CCc2cc(O)cc3c2[C@H]1Cc1ccc(O)c(O)c1-3
→ 102.4*!	13.4
> CC1(C(=O)O)C2CCC(O2)C1(C)C(=O)O (configuration not stated)
→ 11.3	5.3
> CCn1cc(CC(=O)N(CCN(C)C)Cc2ccc(F)cc2)c2ccccc21
→ 9.1	-74.7
> N#Cc1nn(-c2c(Cl)cc(C(F)(F)F)cc2Cl)c(N)c1S(=O)C(F)(F)F (configuration not stated)
→ 17.1	7.0
> C#CCOc1cccc(CN2C3CCC2CC(O)(c2ccc(F)cc2)C3)c1 (configuration not stated)
→ 4.4	-28.1
> C=CCc1cc(CN2C3CCC2CC(O)(c2nccn2C)C3)cc(OC)c1OCC (configuration not stated)
→ 2.5	-17.9
> CCC(C)C(=O)O[C@H]1[C@H](O)C2C(CN3CC(C)CCC3[C@@]2(C)O)C2C[C@]34O[C@]5(O)C(OC(=O)C(C)(O)CC)CC[C@@]3(C)C5C(OC(C)=O)[C@@H](OC(C)=O)C4[C@@]21O (some centres not stated)
→ 12.8	10.3
> CCCCCCCCCCCCCCCC[N+](C)(C)C
→ 22.6	-37.8
> CSc1ccc2c(c1)c(CCN)c(C)n2Cc1ccccc1Cl
→ 104.4*	-3.1
> C=CCc1cc(CN2C3CCC2CC(O)(c2nccn2C)C3)cc(OC)c1OC (configuration not stated)
→ 9.3	-40.5
> O=C(O)c1cc[c]([Hg][Cl])cc1
→ 4.2	7.3
> COC1=CC23CCCN2CCc2cc4c(cc2C3C1O)OCO4 (configuration not stated)
→ 11.4	10.3
> CCCN(CCC)[C@H]1CCc2c(F)ccc(O)c2C1
→ 10.8	16.5
> CN(C)CCN(C(=O)Cc1csc(-c2ccccc2F)n1)C1CCCCC1
→ 6.1	-74.5

Reprinted at random: six records from the list, in no set order.
Values run as follows: PGE2 EP2 inh	EP2 mod
> CSc1ccc2c(c1)c(CCN)c(C)n2Cc1ccccc1Cl
→ 104.4*	-3.1
> N#Cc1nn(-c2c(Cl)cc(C(F)(F)F)cc2Cl)c(N)c1S(=O)C(F)(F)F (configuration not stated)
→ 17.1	7.0
> CCCN(CCC)[C@H]1CCc2c(F)ccc(O)c2C1
→ 10.8	16.5
> O=C(O)c1cc[c]([Hg][Cl])cc1
→ 4.2	7.3
> CN(C)CCN(C(=O)Cc1csc(-c2ccccc2F)n1)C1CCCCC1
→ 6.1	-74.5
> CN1CCc2cc(O)cc3c2[C@H]1Cc1ccc(O)c(O)c1-3
→ 102.4*!	13.4

The listing continues:
Values run as follows: PGE2 EP2 inh	EP2 mod
> O=C1C=C2C=C[C@@H]3C[C@@]2(O1)[C@H]1CCCCN31
→ 11.3	5.7
> COCCOc1cc(CN2C3CCC2CC(O)(c2ccccc2F)C3)ccc1OC (configuration not stated)
→ 10.6	21.1
> CC1CCCN(C2CCNCC2)C1 (configuration not stated)
→ 15.3	-6.5
> CCC(CC)N1CCN(Cc2ccccc2C)CC1
→ 3.4	-10.0
> Clc1ccc(Cl)cc1
→ 10.8	11.7
> CCC(C)C(=O)O[C@@H]1C[C@@]2(C)[C@H](c3ccoc3)OC(=O)CC23OC2(C)O[C@]14[C@]1(C)[C@@H](CC(=O)OC)C5(C)CC1(O)[C@](O)(C5OC(=O)C1(C)OC1C)[C@@H](OC(C)=O)[C@]34O2 (some centres not stated)
→ 9.9	4.4
> COc1cccc(-n2c(/C=C/c3ccccn3)nc3ccccc3c2=O)c1
→ 6.9	21.1
> Cc1cccc(C2=NCC(=O)Nc3sc4c(c32)CCCC4)c1
→ 4.9	8.9
> CCCc1ncc(CN2C3CCC2CC(O)(c2nccn2C)C3)cn1 (configuration not stated)
→ 3.9	9.2
> O=C(CN1C(=O)CN=C(c2ccc(Cl)cc2)c2c1sc1c2CCCC1)NCc1ccco1
→ 27.1	-33.2
> CC[C@@]1(O)C[C@H](O[C@H]2C[C@H](N(C)C)[C@H](O)[C@H](C)O2)c2c(cc3c(c2O)C(=O)c2c(O)cccc2C3=O)[C@H]1C(=O)OC
→ 17.6	-40.1
> C[C@]12CCC3C(CC[C@H]4C[C@H](OS(=O)(=O)O)CC[C@]34C)C1CCC2=O (some centres not stated)
→ 9.6	19.2
